Assay outcomes from PubChem BioAssay.
A-T KAP1 phos – candidate therapy for ataxia-telangiectasia. AID 485349. […] A-T fibroblasts, KAP-1 phosphorylation AlphaLISA; neocarzinostatin DNA damage 30 min before lysis. 0.19% of 320,000 active. Potency, µM (titrated, usually from 57.5 µM), for the others: at the highest dose activation, usual class: activators; also: potency is read from the fitted curve at half-maximal effect; % of control where 0% means no effect; nearly all actives have a fitted effect of over 45% in size
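ATM-like activity read as KAP-1 phosphorylation via AlphaLISA donor/acceptor antibody pairs after lysis and 6 hr at 25C. Cells were ATM-null patient fibroblasts ([…], hTERT), dosed 60 min, then exposed to the DSB inducer NCS for 30 min.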
Eya2 phos inh – inhibitors of human Eya2 phosphatase activity. AID 488837. recombinant Eya2, OMFP fluorescence dephosphorylation (OMFP is methylfluorescein phosphate). Potency, µM (series often up to 76.9 µM), without a hit: at the highest dose activity, negative = inhibition, actives largely listed as inhibitors. 0.006% of 330,000 active. O00167; also: potency is read from the fitted curve at half-maximal effect; % is scaled to controls: 0 for no effect and ±100 for the full control effect
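Eya2 (0.2 uM) preincubated 10 min at ambient with compound, then OMFP substrate added at 50 uM; 10 min reaction in 50 mM HEPES pH 7.5, 50 mM NaCl, 5 uM MgCl2, 0.05% BSA, 1 mM DTT. Fluorescence read at Ex 485/Em 525 nm.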
TCR act – activates T cell receptor signaling; Potency, µM (titrated, usually from 9.22 µM), for inactives: top-dose activation of IL-2 secretion, most hits filed as activators; primary human leukocytes, anti-CD3, IL-2 HTRF, 48 h; 330,000 tested, under 10 active; also: % of control where 0% means no effect
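TCR engagement came from a-CD3 beads alone, with compounds added to primary human leukocytes for 48 hr. Secreted IL-2 bridged europium cryptate- and d2-labelled anti-IL-2 antibodies, giving FRET emission at 665nm after 320nm excitation.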
BCR signal inh – chronic active BCR signaling inhibition; 0.05% of 340,000 active; Potency, µM (highest dose often 46.1 µM), for the others: top-dose ratio change, negative = lower green/red ratio, actives largely listed as inhibitors; ABC-DLBCL IkBa-CBG/CBR reporter, luminescence ratio, 4 h; AID 493014; active = well fitted inhibition curve with a large enough effect in the signal ratio, with a control signal flat, not every such curve was filed as active; inconclusive = small, poorly fitted or top-dose-only effect, or effect the other way, or a change in a side signal; the % refers to the signal ratio;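 also: potency is read from the fitted curve at half-maximal effect; plate controls were basal doxycycline-induced cells for no effect and cells given 10 µM MG132 for full effect; MG132 reads +100%, hits lower the ratio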
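Compounds up to 46 uM were incubated four hours with TMD8 cells whose green CBG68 luciferase is fused to IkappaBalpha; red CBR luminescence normalised the signal, and concentration-effect curves were fitted to fusion, red and ratio data.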
Mito fusion yeast – inhibitors of mitochondrial division or activators of mitochondrial fusion; S. cerevisiae fusion-defective mutant growth rescue, CellTiterGlo 48 h; Potency, µM (top dose mostly 46.1 µM), for inactives: at the top dose growth rescue (activation), usual class: activators; 0.23% of 320,000 active; AID 485298;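 also: potency is read from the fitted curve at half-maximal effect; % of control where 0% means no effect; nearly all actives have a fitted effect of over 45% in size; temperature-sensitive fusion mutants such as fzo1-1 at 37 °C on non-fermentable ethanol glycerol medium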
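Temperature-sensitive fusion-defective S. cerevisiae (e.g. fzo1-1, mgm1-5) were grown with compound in YPEG medium (3% ethanol, 3% glycerol) for 48 hours at 37C. Growth rescue was measured as viability by CellTiterGlo luminescence after 10 minutes at ambient.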
PTAP TSG101 blk – blocks PTAP/TSG101 interaction to inhibit HIV-1 budding. Q99816. 340,000 tested, under 10 active. Potency, µM (top dose mostly 115 µM), for inactives: at the highest dose activity change, negative = inhibition, most hits filed as inhibitors. Fluorescence polarization, FITC-PTAP peptide / Tsg101 binding; active = well fitted inhibition curve with a large enough effect in the main read-out, with a control signal flat, not every such curve was filed as active; inconclusive = small, poorly fitted or top-dose-only effect, or effect the other way, or a change in a side signal; inactive = no such curve, though single readings can be large or run the other way; also: potency is read from the fitted curve at half-maximal effect; % of control where 0% means no effect
Target sequence (Q99816 whole entry, looked up): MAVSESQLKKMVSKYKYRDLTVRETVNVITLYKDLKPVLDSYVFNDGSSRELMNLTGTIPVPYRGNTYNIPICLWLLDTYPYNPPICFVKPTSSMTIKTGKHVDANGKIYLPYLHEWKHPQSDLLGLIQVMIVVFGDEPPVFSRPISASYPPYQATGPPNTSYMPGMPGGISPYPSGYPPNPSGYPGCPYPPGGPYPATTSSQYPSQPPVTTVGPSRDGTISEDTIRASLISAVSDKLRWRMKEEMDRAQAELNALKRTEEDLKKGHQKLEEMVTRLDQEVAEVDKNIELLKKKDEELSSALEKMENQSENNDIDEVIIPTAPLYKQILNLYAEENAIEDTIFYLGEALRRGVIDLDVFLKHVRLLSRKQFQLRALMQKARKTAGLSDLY
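Steps: Tsg101 binding domain dispensed (10 uM final), compounds pinned in DMSO, FITC-labeled PTAP-motif peptide added (50 nM final); after 20 min binding at room temperature, polarization measured.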
ASM inhibitor – inhibitors of human secretory acid sphingomyelinase. P17405. placental ASM, HMU-PC fluorogenic substrate, 60 min. Potency, µM (top dose mostly 57.5 µM), inactives show at the top dose activity change, negative = inhibition, actives largely listed as inhibitors. 0.006% of 340,000 active. AID 504937; also: potency is read from the fitted curve at half-maximal effect
Target sequence (P17405 47-631 limits assumed): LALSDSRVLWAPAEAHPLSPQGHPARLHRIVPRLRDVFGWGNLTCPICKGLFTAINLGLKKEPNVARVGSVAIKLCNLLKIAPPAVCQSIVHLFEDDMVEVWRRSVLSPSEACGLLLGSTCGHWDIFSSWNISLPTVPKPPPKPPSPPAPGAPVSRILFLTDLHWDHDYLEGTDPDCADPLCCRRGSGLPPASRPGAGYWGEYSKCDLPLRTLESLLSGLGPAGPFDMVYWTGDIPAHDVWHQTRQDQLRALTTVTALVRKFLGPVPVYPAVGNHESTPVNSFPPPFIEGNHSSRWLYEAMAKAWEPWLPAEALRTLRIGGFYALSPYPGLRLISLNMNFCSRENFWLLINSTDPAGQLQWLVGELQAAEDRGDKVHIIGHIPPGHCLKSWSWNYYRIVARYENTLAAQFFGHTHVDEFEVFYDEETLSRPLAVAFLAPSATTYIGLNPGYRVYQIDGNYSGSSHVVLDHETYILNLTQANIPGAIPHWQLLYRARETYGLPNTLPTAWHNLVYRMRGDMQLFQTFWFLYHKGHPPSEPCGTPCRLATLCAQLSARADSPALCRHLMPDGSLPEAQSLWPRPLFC
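Human placenta-derived ASM enzyme was preincubated with compound for 10 minutes at room temperature, then given fluorogenic substrate HMU-PC0 (9 uM final) for 60 minutes at 37 °C; a pH 10 stop preceded fluorescence reading at Ex 386/Em 447 nm.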
ELG1 DNA repair – ELG1-dependent DNA repair inhibition. 2.3% of 330,000 active. Potency, µM (series often up to 46.1 µM), inactives show at the top dose activity change, negative = inhibition, usual class: inhibitors. HEK293T ELG1-luciferase reporter, luminescence, 16 h; DNA damage induced by 5-fluorouridine; also: potency is read from the fitted curve at half-maximal effect; % is scaled to controls: 0 for no effect and ±100 for the full control effect; nearly all actives have a fitted effect of over 55% in size
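Quantitative HTS, concentration-response format. 2,000 cells/well co-treated with 5-fluorouridine and compound, 16 hr in 5% CO2 at 37 °C; ONE-Glo luminescence read after 30 min.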
Integrin act MD – activators of alpha7 integrin expression for muscular dystrophy; alpha7betagal myoblasts, beta-gal FDG fluorescence, 48 h; Potency, µM (top dose mostly 38.3 µM), for the others: at the highest dose activation, actives largely listed as activators; 0.064% of 350,000 active;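 also: potency is read from the fitted curve at half-maximal effect; 100% = response of the positive control SU9516; nearly all actives have a fitted effect of over 60% in size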
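alpha7betagal+/- myoblasts (passage 13, 250/well) treated 48 h at 37C with compounds at 1:260 dilution of DMSO stock. Lysed, then beta-galactosidase activity read as FDG fluorescence (ex 480/em 540) after 30 min, with pre-read for autofluorescence.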
TSHR antag – blocks TSH signaling through the human TSH receptor | 0.2% of 330,000 active | P16473 | activity change, negative = inhibition, % at 11.5 µM | AID 504810 | TSHR-expressing cells, TSH-stimulated cAMP HTRF, 2 h; stronger effect = lower value;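 active = activity change below a set negative limit, meaning inhibition stronger than a set level, cut at about -70% in these data; inconclusive = activity change between two set negative limits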; also: % is scaled to controls: 0 for no effect and ±100 for the full control effect
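Read-out is FRET at 665 nm (cryptate excitation 337 nm) from a cryptate-tagged anti-cAMP antibody, competed by cell cAMP against cAMP-d2. Compounds are tested on freshly harvested TSHR cells challenged with 4nM TSH (EC80) for 2 hours at 37 deg C.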
Tb PFK inh – blocks T. brucei phosphofructokinase | O15648 | T. brucei PFK, ADP-Glo luminescence | Potency, µM (series often up to 57.5 µM), inactives show at the highest dose activity, negative = inhibition, most hits filed as inhibitors | 0.17% of 330,000 active | AID 485367;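 also: potency is read from the fitted curve at half-maximal effect; 0% = uninhibited 1x PFK enzyme wells and -100% = no-enzyme wells; nearly all actives have a fitted effect of over 60% in size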
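ADP-Glo luminescence quantified ADP after 45 min at room temperature, with 1.25 nM T. brucei PFK, 0.1 mM ATP and 0.5 mM fructose-6-phosphate in pH 8.0 TEA buffer. qHTS titrations up to 57 µM; curves classified by quality.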
Starred values were filed as active, the others as inactive; ? = inconclusive; . = no result given; [ ] = another dose, or the depositor's remark. Unless noted, calls follow the shape of the dose curve; as a rule, active = well fitted curve in the direction sought with a large enough effect; inconclusive = small, poorly fitted or top-dose-only effect, or another doubt; inactive = no such curve, though single readings can be large; an effect the other way counts as inactive or inconclusive.

Structure	A-T KAP1 phos	Eya2 phos inh	TCR act	BCR signal inh	Mito fusion yeast	PTAP TSG101 blk	ASM inhibitor	ELG1 DNA repair	Integrin act MD	TSHR antag	Tb PFK inh
O=S(=O)(NCCc1ccccc1)c1cccc2cccnc12	1%	-4%	6%	?	2%	-7%	-3%	-2%	-10%	-6	2%
Cc1ccc(NC(=O)c2ccccc2Cl)c(Cl)c1	2%	-3%	4%	?	0%	-7%	1%	?	21%	-1	-1%
CN(C(=O)COC(=O)c1c2c(nc3ccccc13)CCCC2)c1c(N)n(Cc2ccccc2)c(=O)[nH]c1=O	-3%	-37%	-1%	0%	2%	0%	-1%	0%	?	0	-5%
CC(C)(C)NC(=O)c1cccc2c1-c1ccccc1C2=O	.	-26%	4%	9%	10%	-4%	-7%	16%	-11%	26	1%
COc1ccccc1CCC(=O)Nc1nccs1	-2%	-4%	-4%	6%	-1%	-1%	-3%	25%	-6%	3	1%
Cn1c(SCc2cccc(Br)c2)nc2c1c(=O)[nH]c(=O)n2C	4%	-2%	-1%	-1%	3%	0%	0%	-4%	-14%	1	1%
FC(F)(F)c1ccc(Cl)c(-n2c(-c3cc(C4CC4)[nH]n3)n[nH]c2=S)c1	3%	-17%	1%	9%	3%	0%	1%	1%	20%	-5	-4%
Cc1ccc(S(=O)(=O)NC2CC(C)(C)NC(C)(C)C2)cc1	-2%	-9%	3%	0%	2%	1%	-2%	0%	24%	-6	5%
COc1ccc(CNC(=O)C[C@H]2C[C@H](C(=O)N3CCCCC3)[C@@]3(C)c4[nH]c5cc(CCC(=O)N(C)C)ccc5c4CCN3C2=O)cc1OC	14%	6%	12%[46.1 µM]	1%	.	-1%	3%	12%	12%	-3	0%
O=C1NC(=Nc2ccc(O)cc2)S/C1=C\C=C\c1ccco1	-5%	5%	0%	?	-1%	-4%	-10%	?	13%	-6	1%
Cn1cnnc1Sc1ccc(C(=O)NCCC23CC4CC(CC(C4)C2)C3)cc1[N+](=O)[O-]	-25%	-11%	-3%[46.1 µM]	5%	-7%	-9%	-11%	-3%	20%	?	0%
CCCSc1nc2ccsc2c(=O)n1CC	1%	5%	0%	-15%	-1%	0%	-3%	0%	-14%	-1	-5%
O=C(CSCC(=O)N1CCCCC1)OCC(=O)c1c[nH]c2ccccc12	-5%	-1%	-52%	0%	-2%	1%	2%	5%	10%	-8	-6%
CC(=O)NCCc1ccc(S(=O)(=O)Nc2ccc(C)c(S(=O)(=O)N3CCOCC3)c2)cc1	6%	9%	-3%	-11%	1%	1%	4%	2%	3%	-5	0%
Cc1ccccc1NC(=O)c1cccc(N2C(=O)C3CCC(C)CC3C2=O)c1 (centres undefined)	-4%	-8%	1%	11%	1%	-4%	-3%	3%	?	-2	-7%
CCOc1ccccc1N(C)C(=O)C1CCN(S(=O)(=O)c2cccc3nonc23)CC1	.	-21%	2%	-10%	8%	1%	117%	?	6%	5	-1%
O=C(COC(=O)c1cccc(-n2cnnn2)c1)c1ccc(F)cc1	7%	-6%	1%	?	-3%	-3%	-2%	?	-13%	-3	0%
CCN(CC(=O)Nc1c(F)cccc1F)C(=O)C1CC1	-2%	2%	2%	2%	1%	1%	2%	1%	-43%[inhibitor]	34	8%
O=C(c1cccc(Cl)c1)N1CCN(S(=O)(=O)c2ccc(Cl)s2)CC1	3%	7%	0%	3%	3%	0%	-2%	-17%	0%	-7	-4%
O=[N+]([O-])c1cccc(S(=O)(=O)[N-]c2nc3ccccc3nc2-n2cc[n+](Cc3ccccc3)c2)c1	8%	0%	1%	?	0%	-1%	-8%	0%	-4%	0	-2%
COc1ccc(-c2csc(NC(=O)CSc3nc4ccccc4c(=O)[nH]3)n2)cc1	1%	-1%	3%	0%	0%	-3%	-5%	?	-15%	-14	-10%
Cc1cc(C(=O)N/N=C/c2cc(N=Nc3ccccc3)ccc2O)n[nH]1	-1%	-5%	-1%[46.1 µM]	-4%	10%	0%	-18%	?	7%	-22	0%
COc1ccc(N(CC(=O)Nc2ccc(C)cc2C)S(=O)(=O)c2ccccc2[N+](=O)[O-])c(OC)c1	2%[11.5 µM]	-12%	-12%	6%	0%	-3%	5%	-8%	1%	-8	14%
O=C(CSc1nccc(=O)[nH]1)NCc1ccc2c(c1)OCO2	6%	-1%	2%	-1%	-1%	1%	1%	14%	-2%	0	0%
CC(C)(C)OC(=O)NCCCC[C@H](NC(=O)c1nc[nH]c1C(=O)NC(c1ccccc1)c1ccccc1)C(=O)OC(C)(C)C	-15%	-4%	4%	16%	-1%	?	-14%	-8%	-12%	-4	1%
Cc1ccc(CS(=O)(=O)CCC(=O)NCc2ccccn2)cc1	1%	4%	-1%	6%	-1%	-1%	-1%	-6%	-25%	4	-2%
C/C=C(\C)CN1CCc2cc(OC)c(OC)cc2C1	.	26%	-2%	3%	2%	0%	24%	?	-14%	-10	-19%
CC(CC(=O)NC(C)c1ccc2c(c1)OCCO2)c1ccccc1 (centres undefined)	-3%	6%	7%[46.1 µM]	-1%	5%	-6%	1%	0%	7%	4	0%
COc1ccc(C2C(C(C)=O)=C(O)C(=O)N2c2ccc(O)cc2)cc1 (centres undefined)	18%	15%	1%	6%	0%	-3%	-3%	2%	17%	-3	-1%
COc1ccc2c(c1)C(=O)N(c1ccccc1OC)C(=O)C2	-7%	0%	1%	3%	3%	-4%	4%	?	15%	6	0%
COc1ccc(-c2cc(C(F)(F)F)n3nc(C(=O)NCc4ccco4)cc3n2)cc1	1%	0%	3%	?	1%	-5%	452%[activator]	?	13%	4	0%
Cc1nc2c(c(=O)c3ccccc3n2C)c(=O)n1C1CCCCCC1	-8%	-9%	1%	?	22%	0%	-2%	?	6%	7	-19%
COC(=O)Cc1ccc(NC(=S)NCc2ccco2)cc1	-3%	12%	1%	-1%	-3%	0%	3%	3%	-8%	-2	1%
O=C(O)C1(NS(=O)(=O)c2ccc(Cl)cc2)CCCCC1	1%	-12%	-2%	-8%	-1%	0%	-2%	10%	6%	6	-2%
Cc1[nH]c(C)c(S(=O)(=O)N2CCN(c3ccccc3)CC2)c1C(=O)N1CCCCC1	-9%	-12%	-2%	1%	-45%[inhibitor]	-5%	2%	?	37%	4	-3%
O=P(c1ccccc1)(c1ccccc1)C(O)c1ccc(Br)cc1 (centres undefined)	3%	13%	2%	1%	3%	-1%	-2%	5%	-17%	-10	1%
COc1cc(CNCCc2ccccc2)ccc1OCC(=O)NC(C)(C)C	-7%	6%	1%	0%	-1%	-2%	0%	3%	-21%	26	-9%
COc1ccccc1NC(=O)NCCN1CCN(c2cccc(Cl)c2)CC1	3%	15%	-1%	0%	-12%	0%	2%	2%	-11%	2	-6%
Cc1ccc([N+](=O)[O-])cc1N=C(c1cccc(Br)c1)N1CCOCC1	17%	6%	-14%	6%	4%	2%	-3%	-4%	-9%	-5	-5%
C=CCn1c(COc2ccc(F)cc2)nnc1SCC(=O)NC1CCS(=O)(=O)C1 (centres undefined)	2%	12%	-4%	3%	-1%	-2%	.	13%	4%	-2	?
Cc1ccc(CCN2CC(C(=O)NCCN3CCCCCC3)CC2=O)cc1 (centres undefined)	-1%	0%	0%	2%	-1%	0%	-3%	6%	-11%	13	0%
Cc1c(NC(=O)c2ccc(F)cc2)c(=O)n(-c2ccccc2)n1C	10%	0%	-1%	5%	-5%	-11%	-1%	19%	8%	9	-2%
CC1=NC(C(F)(F)F)(C(F)(F)F)C(C#N)=C(C)N1	-5%	2%	1%	-1%	0%	-3%	6%	5%	20%	-6	0%
